# Compound activity as filed in PubChem.
# ASAP1 inh: blocks human ASAP1-stimulated Arf1 GTP hydrolysis; Q9ULH1; GDP FP detection; inhibition, % at 16.5 µM; actives 0.19% (n = 360,000); in the data active = inhibition above about 25%;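 also: 0% = vehicle with enzyme and substrate and 100% = no enzyme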
# Tn7 DDE FP: disrupts Tn7 cyclic peptide binding to fibrin D-Dimer-E complex; P02675; FP displacement of FITC-Tn7 peptide from fibrin DD(E); 0% = median of compound wells per plate; inhibition, % at 8.3 µM; actives 0.13% (n = 370,000); AID 720508;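 active = inhibition above the mean of compounds falling within the control limits plus 3 SD of them, cut at about 14% in these data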;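 also: 0% = plate median of compound wells and 100% = 10 µM Aha-Tn7 peptide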
#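 Measure: % inhibition scaled between sample-field median and high-control FP; Test system: human fibrin DD(E); Quantity: 2 µM final DD(E) protein; Doses: one dose, 8.3 µM nominal; Schedule: compound with protein 10 min, then 3 h after probe, room temperature; Detection: fluorescence polarization; Medium: Tris buffer with calcium and detergent, pH 7.8.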
# ARFGAP1 inh: inhibitors of rat ARFGAP1 | Arfgap1-stimulated ARF1 GTP hydrolysis, GDP FP detection | inhibition, % at 16.5 µM | Q62848 | actives 0.26% (n = 360,000);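 active = inhibition above a per-plate limit, mean inhibition of low control wells plus 3 SD, cut at about 25% in these data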;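 also: 0% = DMSO wells with enzyme and 100% = wells lacking Arfgap1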
# Target sequence (Q62848 1-136 limits assumed): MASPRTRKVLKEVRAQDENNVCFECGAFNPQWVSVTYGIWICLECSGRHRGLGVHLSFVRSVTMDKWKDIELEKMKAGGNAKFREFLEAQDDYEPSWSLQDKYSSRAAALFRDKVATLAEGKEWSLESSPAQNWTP
#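 Material: rat Arfgap1 catalytic domain, aa 1-136; also added: human ARF1(Δ1-17)-GTP substrate; compound dosing: one concentration, 16.5 µM, DMSO 1.26%; incubation: GTP hydrolysis reaction 2 h at 25 °C; measured by: Tracer-displacement fluorescence polarization with EDTA stop, 620/688 nm; evaluation: % inhibition from polarization; repeats: one replicate per compound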
# ADAM17 inh: inhibitors of human ADAM17 | P78536 | recombinant ADAM17, EDANS/DABCYL FRET peptide cleavage | inhibition, % at 6.95 µM | actives 0.83% (n = 370,000) | AID 720648;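 active = inhibition above the mean of compounds lying between control limits plus 3 SD, set per campaign, cut at about 8.5% in these data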;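 also: 0% = DMSO-only wells as the low control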
# UHRF1 binding: blocks human UHRF1 binding to methylated DNA; Q96T88; UHRF1 binding to methylated oligo, TR-FRET; inhibition, % at 4.4 µM; actives 0.75% (n = 370,000); AID 687016; in the data active = inhibition above about 21%;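 also: UHRF1 SRA domain binding a hemimethylated CpG hairpin DNA probe; 0% = median of test compound wells and 100% = reference inhibitor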
# Target sequence (Q96T88 whole entry, looked up, the tested form may be a part): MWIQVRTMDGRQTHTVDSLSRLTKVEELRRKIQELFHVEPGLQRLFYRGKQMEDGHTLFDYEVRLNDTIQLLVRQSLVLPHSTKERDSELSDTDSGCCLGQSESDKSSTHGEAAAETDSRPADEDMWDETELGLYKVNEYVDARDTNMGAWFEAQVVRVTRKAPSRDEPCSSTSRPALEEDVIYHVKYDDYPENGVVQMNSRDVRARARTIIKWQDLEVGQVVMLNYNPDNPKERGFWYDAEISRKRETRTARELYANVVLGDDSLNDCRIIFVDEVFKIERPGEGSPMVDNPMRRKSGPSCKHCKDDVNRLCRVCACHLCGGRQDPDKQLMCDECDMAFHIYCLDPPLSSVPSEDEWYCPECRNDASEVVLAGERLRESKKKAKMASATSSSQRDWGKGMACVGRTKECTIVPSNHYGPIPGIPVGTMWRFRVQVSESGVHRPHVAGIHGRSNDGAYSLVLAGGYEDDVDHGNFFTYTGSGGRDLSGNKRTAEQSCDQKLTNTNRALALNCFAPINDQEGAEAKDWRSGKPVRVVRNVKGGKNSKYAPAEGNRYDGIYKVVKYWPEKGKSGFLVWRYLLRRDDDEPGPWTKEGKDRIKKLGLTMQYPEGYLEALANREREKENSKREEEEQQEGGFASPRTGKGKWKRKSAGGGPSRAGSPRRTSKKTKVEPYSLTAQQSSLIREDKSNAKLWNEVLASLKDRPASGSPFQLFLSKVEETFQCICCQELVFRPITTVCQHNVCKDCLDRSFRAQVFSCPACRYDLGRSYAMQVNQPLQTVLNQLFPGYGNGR
# PLCg1 inh: inhibitors of human phospholipase C gamma1; purified PLC-gamma1, fluorogenic substrate, fluorescence; inhibition, % at 12.2 µM; actives 0.84% (n = 370,000); in the data active = inhibition above about 9.5%
# DDE Tn6 FP inh: DD(E)-Tn6 binding inhibition, primary FP screen. P02675. Fibrin DD(E) TRITC-Tn6 fluorescence polarization displacement. inhibition, % at 8.3 µM. actives 0.21% (n = 370,000). AID 720509;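 active = inhibition above a per-campaign cutoff: mean of compounds within control limits plus 3 SD, cut at about 15% in these data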;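 also: 0% = median of all compound wells on the plate and 100% = blocking peptide control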
# PLC-beta3 inh: PLC-beta3 (human) inhibition, primary screen | Q01970 | Purified PLC-beta3, fluorogenic substrate, fluorescence | inhibition, % at 12.2 µM | actives 0.18% (n = 370,000) | AID 720704; in the data active = inhibition above about 11%;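 also: 0% = median of compound wells on plate and 100% = full blocker control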
# MBD2 inh: inhibitors of human MBD2 binding to methylated oligonucleotide; Q9UBB5; inhibition, % at 4.4 µM; TR-FRET; AID 686964; actives 0.31% (n = 370,000); in the data active = inhibition above about 13%
# proKLK7 act: activators of human kallikrein-7 zymogen; actives 0.9% (n = 370,000); activation, % at 7 µM; P49862; AID 652039; purified proKLK7, EDANS-DABCYL substrate fluorescence; 100% is mature enzyme control, 0% vehicle;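 active = activation above the mean of all tested compounds plus 3 SD, computed per campaign excluding outliers beyond control limits, cut at about 13% in these data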
# Active calls of the source: *; / = no result given. This is a random part of the collection. Share with any hit: about 4.1%.
Molecule	ASAP1 inh	Tn7 DDE FP	ARFGAP1 inh	ADAM17 inh	UHRF1 binding	PLCg1 inh	DDE Tn6 FP inh	PLC-beta3 inh	MBD2 inh	proKLK7 act
CCCCCCC1CC(CCC(=O)Nc2ccc([N+](=O)[O-])cc2)C(=O)O1 (stereo unspecified)	13	2	0	-5	0	0	-2	2	1	0.5
COCCC(=O)N1CCC(Oc2ccc(C(=O)NCc3ncc(C)[nH]3)cc2)CC1	3	0	-8	0	1	0	0	-4	2	0.2
COc1ccc(-c2cc(NCc3ccccn3)n3ncnc3n2)cc1	-7	2	1	-8	-8	-6	-1	-12	2	-0.1
CCCCCN1CCCCC(NC(=O)C2CCCCC2)C1=O (stereo unspecified)	/	-2	/	-6	2	-3	1	-4	-3	-0.8
COc1cc(NC(=S)Nc2ccc(S(=O)(=O)N3CCOCC3)cc2)cc(OC)c1OC	-5	2	-1	-5	-1	-6	13	-6	-6	-0.5
COC(=O)C(NC(=O)c1ccccc1Cl)(Nc1ncc(S(=O)(=O)c2ccc([N+](=O)[O-])cc2)s1)C(F)(F)F (stereo unspecified)	0	-7	6	3	-1	3	-6	3	0	0.0
CN(C)c1cccc(C(=O)Nc2ccc3nc4n(c(=O)c3c2)CCCCC4)c1	-6	-8	-3	1	-1	-19	5	-25	-3	0.9
CCOC(=O)C1CCN(Cc2c(O)c3ccccc3oc2=O)CC1	-5	-1	-1	-3	1	-1	-6	-3	-5	-0.1
COc1cccc(SCC(=O)N2CCN(c3ccccc3)CC2)c1	-5	5	-10	-4	1	0	4	-6	-5	0.1
O=C(Nc1nc(-c2ccccc2)cs1)c1cccs1	7	-5	-6	1	7	-22	-1	-24	1	0.1
Cc1cnc(C(=O)NCCc2ccc(S(=O)(=O)NC(=O)NC3CCCCC3)cc2)cn1	1	-6	-7	-4	-1	0	2	1	1	-0.4
O=C(Nc1ccc(C(=O)O)cc1)/C(=C\c1ccco1)NC(=O)c1ccccc1	3	-7	9	-1	1	-35	-3	-61	2	6.1
Cc1ccc(S(=O)(=O)Cc2ccccc2Cl)cc1	6	3	-2	-2	2	0	1	1	-2	-0.4
C/C(=N\NC(=O)c1ccccc1O)C1CC1	10	2	6	-3	-2	-12	7	-21	-2	0.3
CCCCCc1ccc(-c2ccc(OC)cc2)nc1	-9	-2	-11	2	1	-2	1	-2	-4	-0.5
COCCCN1C(=O)C(=O)/C(=C(/O)c2ccc(S(=O)(=O)N3CCCCC3)cc2)C1c1ccc(F)cc1 (stereo unspecified)	4	-4	-2	-3	-3	-1	-3	-8	-1	-0.4
CCOC(=O)c1c(NC(C)=O)sc2c(OC(C)=O)cccc12	-4	-3	3	-1	-2	0	8	2	2	0.4
O=C1NC(=S)NC(=O)C1=Cc1ccccc1C(=O)O	6	-7	-3	-4	-1	2	-5	-3	-1	0.1
O=C(Nc1ccccc1N1CCCCC1)c1ccc(Cl)c([N+](=O)[O-])c1	8	0	-4	2	4	1	-7	5	-4	-0.5
CN1C(=O)C(C)(C)c2cc(S(=O)(=O)N3CCC(C(=O)NCc4ccc(Cl)cc4)CC3)ccc21	-2	1	-1	1	1	5	3	-6	-2	0.4
O=C(Nc1ccc2c(c1)OCO2)c1ccccc1SCC(=O)N1CCCC1	-1	-6	1	1	-1	2	7	1	-2	0.2
O=C(CCN1CCC2CCC(C2)C1)c1ccc(F)cc1 (stereo unspecified)	-5	6	-10	-3	2	-3	-2	-2	4	-0.3
O=C(NCCc1c[nH]c2ccccc12)c1cc([N+](=O)[O-])cc([N+](=O)[O-])c1	-8	8	-8	2	2	0	6	-4	-4	-0.4
CCc1noc(C)c1C(=O)Nc1cc(Cl)ccc1N1CCCC1	-7	2	8	0	-1	1	-3	-4	-1	0.2
Cc1ccc(S(=O)(=O)N2[C@@H](CCO)OC[C@H]2C(C)C)cc1	13	1	-10	-5	-2	-3	1	4	-3	-0.3
O=[N+]([O-])c1cccc(-c2n[nH]c(=S)n2-c2ccc(Br)cc2)c1	0	-1	11	5	-2	-2	3	-4	3	-0.3
c1cnc(N2CCN(c3ccc4ccccc4n3)CC2)nc1	-7	3	1	-47	-2	-60	4	-99	-2	1.2
CN1OC[C@@H]2CN(S(=O)(=O)c3ccccc3)[C@H](c3ccc(-n4ccnc4)cc3)C[C@@H]21	-5	5	7	-2	5	-2	5	0	-6	-0.1
CCOc1cc(S(=O)(=O)N(Cc2ccccc2)Cc2ccccc2)c(OCC)cc1-n1cnnn1	-3	3	-12	-5	-2	-2	4	0	1	-0.2
Nc1cc2cccnc2cc1Cl	-10	2	3	-15	7	-152	-10	-182	-3	6.6

# Four entries out of the list, arranged by SMILES length, smallest number first.
Molecule	ASAP1 inh	Tn7 DDE FP	ARFGAP1 inh	ADAM17 inh	UHRF1 binding	PLCg1 inh	DDE Tn6 FP inh	PLC-beta3 inh	MBD2 inh	proKLK7 act
COc1cccc(SCC(=O)N2CCN(c3ccccc3)CC2)c1	-5	5	-10	-4	1	0	4	-6	-5	0.1
O=C(Nc1ccc(C(=O)O)cc1)/C(=C\c1ccco1)NC(=O)c1ccccc1	3	-7	9	-1	1	-35	-3	-61	2	6.1
COc1cc(NC(=S)Nc2ccc(S(=O)(=O)N3CCOCC3)cc2)cc(OC)c1OC	-5	2	-1	-5	-1	-6	13	-6	-6	-0.5
CN1C(=O)C(C)(C)c2cc(S(=O)(=O)N3CCC(C(=O)NCc4ccc(Cl)cc4)CC3)ccc21	-2	1	-1	1	1	5	3	-6	-2	0.4

# Ordered by value in UHRF1 binding (ascending): some entries from above.
Molecule	ASAP1 inh	Tn7 DDE FP	ARFGAP1 inh	ADAM17 inh	UHRF1 binding	PLCg1 inh	DDE Tn6 FP inh	PLC-beta3 inh	MBD2 inh	proKLK7 act
Cc1ccc(S(=O)(=O)N2[C@@H](CCO)OC[C@H]2C(C)C)cc1	13	1	-10	-5	-2	-3	1	4	-3	-0.3
CCc1noc(C)c1C(=O)Nc1cc(Cl)ccc1N1CCCC1	-7	2	8	0	-1	1	-3	-4	-1	0.2
O=C(CCN1CCC2CCC(C2)C1)c1ccc(F)cc1 (stereo unspecified)	-5	6	-10	-3	2	-3	-2	-2	4	-0.3
CN1OC[C@@H]2CN(S(=O)(=O)c3ccccc3)[C@H](c3ccc(-n4ccnc4)cc3)C[C@@H]21	-5	5	7	-2	5	-2	5	0	-6	-0.1
Nc1cc2cccnc2cc1Cl	-10	2	3	-15	7	-152	-10	-182	-3	6.6

# Later entries
Molecule	ASAP1 inh	Tn7 DDE FP	ARFGAP1 inh	ADAM17 inh	UHRF1 binding	PLCg1 inh	DDE Tn6 FP inh	PLC-beta3 inh	MBD2 inh	proKLK7 act
CNC(=O)CN(c1ccc(OC)cc1)S(=O)(=O)c1ccc(F)cc1	1	-2	3	-1	0	3	-4	1	2	0.1
CCOC(=O)C1CCN(C(=O)CS(=O)Cc2nc(-c3ccc(C)cc3)oc2C)CC1 (stereo unspecified)	9	-8	-5	4	4	2	-3	3	3	-0.4
O=C(C1CCC(CNS(=O)(=O)c2cccc3cccnc23)CC1)N1CCCC1 (stereo unspecified)	2	7	10	-1	-1	0	3	-2	-3	0.4
CCOC(=O)c1cc(=O)c2ccc(OCc3ccccc3)cc2o1	-3	3	5	0	0	2	-4	-5	0	1.1
C=CCOc1ccc(C(c2c(O)nc(SC)[nH]c2=O)c2c(O)nc(SC)[nH]c2=O)cc1	-17	1	4	-3	1	1	-2	-3	-3	0.1
CC1(C)CC(=O)C2=C(C1)NC(Nc1nc3ccccc3o1)=NC21CCCCC1	-15	0	-7	-1	0	-1	-7	2	-4	-0.3
CCCOP(=O)(OCCC)C(Nc1ccc(C(=O)O)cc1)c1ccccc1 (stereo unspecified)	-6	2	-4	-19	0	-11	9	-16	0	0.5
COc1ccc2c(C(=O)NCc3ccc4c(c3)OCO4)c(-c3ccc(S(C)(=O)=O)cc3)sc2c1	-1	4	-1	-27	2	-35	-4	-50	7	-4.4
CCOC(=O)c1oc2ccccc2c1NC(=O)Cc1cccs1	2	2	-5	-6	-4	-6	-2	-3	3	0.1
Cc1ccc(NC(=O)CN(Cc2ccco2)Cc2ccccc2O)cc1C	1	-11	11	14*	1	7	3	5	-2	0.3

# Printed as active in ADAM17 inh (from the list above):
Molecule	ASAP1 inh	Tn7 DDE FP	ARFGAP1 inh	ADAM17 inh	UHRF1 binding	PLCg1 inh	DDE Tn6 FP inh	PLC-beta3 inh	MBD2 inh	proKLK7 act
Cc1ccc(NC(=O)CN(Cc2ccco2)Cc2ccccc2O)cc1C	1	-11	11	14*	1	7	3	5	-2	0.3

# Remaining list, next part:
Molecule	ASAP1 inh	Tn7 DDE FP	ARFGAP1 inh	ADAM17 inh	UHRF1 binding	PLCg1 inh	DDE Tn6 FP inh	PLC-beta3 inh	MBD2 inh	proKLK7 act
CCc1nccn1S(=O)(=O)c1ccc(OC)c(C)c1C	0	5	-2	0	1	-2	-2	3	-1	-0.2
C[C@@H]1NS(=O)(=O)c2cccc(Cl)c2O[C@@H]1c1ccccc1	-4	6	-1	-3	11	-2	6	-1	1	0.1
O=c1c2ccccc2nnn1CSc1nnnn1-c1ccc(O)cc1	0	6	6	-8	2	-2	3	-9	6	-0.5
O=C(N/N=C/c1c[nH]c2ccc(Br)cc12)c1ccccn1	-1	1	3	-3	-3	-40	1	-49	-1	-1.3
O=C1OCCN/C1=C\C(=O)c1ccccc1	-7	-6	-9	-3	2	-22	-5	-32	-2	-0.4
